Assay outcomes from PubChem.
hIAP act – human IAP activators, primary screen, biochemical, luminescence, uHTS; Intestinal-type alkaline phosphatase (Homo sapiens), P09923; purified human IAP, CDP-Star luminescence, 30 min; stronger effect = higher value; 1 = vehicle-only enzyme, 0 = enzyme-free background; activation factor at 10 µM; hit rate 0.16% among 330,000; AID 2524, 2010;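 active = activation factor of the enzyme at least 2-fold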; also: the source names both 10 and 20 µM as test concentration; values of inactives mirror those of a sister screen read the other way
A3A deaminase – APOBEC3A ssDNA deaminase inhibitors, primary screen, selectivity assay for APOBEC3G inhibitor project, biochemical, FAM/TAMRA oligo cleavage fluorescence; DNA dC->dU-editing enzyme APOBEC-3A (Homo sapiens), P31941; recombinant A3A, FAM/TAMRA ssDNA deamination fluorescence; inhibition, % at 20 µM; hit rate 0.41% among 330,000;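 active = at least 40% inhibition at 20 µM here, with at most 30% in a related deaminase screen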;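 also: plate controls were A3A with DMSO for no effect and wells lacking A3A enzyme for full effect; some results filed as inactive read as strong as hits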
Target sequence (P31941 whole entry, looked up): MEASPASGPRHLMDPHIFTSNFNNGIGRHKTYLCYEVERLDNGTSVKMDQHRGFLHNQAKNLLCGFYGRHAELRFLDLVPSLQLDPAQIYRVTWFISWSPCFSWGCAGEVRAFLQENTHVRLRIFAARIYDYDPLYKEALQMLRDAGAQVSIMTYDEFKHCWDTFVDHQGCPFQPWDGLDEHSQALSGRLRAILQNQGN
mIAP inh – inhibitors of mouse IAP, primary screen, biochemical, luminescence, uHTS | intestinal alkaline phosphatase [Mus musculus] | purified mouse IAP, CDP-Star luminescence, 30 min | inhibition, % at 10 µM | hit rate 0.2% among 330,000;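 active = inhibition of at least 40% at 10 µM in the primary screen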;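 also: plate controls were DMSO with enzyme for no effect and no enzyme wells for full effect; values of inactives mirror those of a sister screen read the other way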
ATG4B inhibitor – ATG4B protease inhibitors, primary screen, biochemical, fluorescence, uHTS. inhibition, % at 8.33 µM. Cysteine protease ATG4B (Homo sapiens), Q9Y4P1. AID 504462, 2011. hit rate 0.51% among 340,000. ATG4B cleavage of LC3-PLA2, NBD-HPC fluorescence, 1 h; in the data active = inhibition above about 40%
Target sequence (Q9Y4P1 whole entry, looked up): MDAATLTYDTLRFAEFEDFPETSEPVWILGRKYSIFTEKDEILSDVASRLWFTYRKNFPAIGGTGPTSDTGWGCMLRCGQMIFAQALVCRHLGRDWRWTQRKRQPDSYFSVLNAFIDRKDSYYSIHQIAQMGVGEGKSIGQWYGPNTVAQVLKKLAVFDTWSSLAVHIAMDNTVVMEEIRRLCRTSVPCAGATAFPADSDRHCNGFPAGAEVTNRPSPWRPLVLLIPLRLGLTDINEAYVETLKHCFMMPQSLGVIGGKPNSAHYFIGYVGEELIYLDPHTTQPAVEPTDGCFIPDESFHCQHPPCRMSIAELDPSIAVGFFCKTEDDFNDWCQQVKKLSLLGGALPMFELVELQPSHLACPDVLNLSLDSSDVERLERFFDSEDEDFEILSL
HKDC1 inh – HKDC1 hexokinase inhibitors, primary screen, biochemical, fluorescence, uHTS | Q2TB90 | recombinant HKDC1, G6PDH/diaphorase resazurin coupled fluorescence | inhibition, % at 20 µM | hit rate 0.16% among 340,000 | AID 493160, 2011;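 active = inhibition above about 35% when tested at 20 µM, limit read from the data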;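 also: plate controls were DMSO wells with enzyme for no effect and DMSO wells lacking enzyme for full effect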
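Test system: recombinant HKDC1 (HK5) hexokinase enzyme, produced in-house; Amount: enzyme 5 µg/mL final; Buffer or medium: Tris pH 8.0 buffer with MgCl2, Tween-20, BSA, BME; Reagent: glucose and ATP substrates; Doses: 20 µM test compound, 1% DMSO; Incubation: 90 min reaction incubation at room temperature, dark; Detection: resorufin fluorescence at 613 nm.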
mIAP act – activators of mouse IAP, primary screen, biochemical, luminescence, uHTS | hit rate 0.24% among 330,000 | activation factor at 10 µM | intestinal alkaline phosphatase [Mus musculus] | muIAP, CDP-Star luminescence, 30 min; stronger effect = higher value; 1 = vehicle-only enzyme signal, 0 = enzyme-free wells;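 active = activation factor of at least 2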; also: the source names both 10 and 20 µM as test concentration; values of inactives mirror those of a sister screen read the other way
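System: mouse IAP enzyme. Reagent: CDP-Star chemiluminescent phosphatase substrate. Benchmarks: DMSO wells, no-enzyme wells. Times: 30 min enzyme-substrate-compound incubation at room temperature. Detection: luminescence from enzymatic CDP-Star hydrolysis. Doses: test compounds delivered from DMSO solution.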
PfG6PD inh – PfG6PD enzyme inhibitors, primary screen, biochemical, fluorescence intensity, uHTS | PfGluPho enzyme, NADPH resazurin-diaphorase fluorescence | inhibition, % at 20 µM | hit rate 0.78% among 350,000 | AID 504690, 2011;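 active = inhibition reaching at least a set limit at 20 µM in the primary screen, cut at about 59% in these data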;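 also: 0% = DMSO wells with substrate and 100% = DMSO wells lacking glucose-6-phosphate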
hIAP block – human IAP inhibitors, primary screen, biochemical, luminescence, uHTS | purified IAP, CDP-Star luminescence, 30 min | Intestinal-type alkaline phosphatase (Homo sapiens), P09923 | inhibition, % at 10 µM | hit rate 0.12% among 330,000;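 active = inhibition reaching a set limit with compound at 10 µM in the primary screen, cut at about 35% in these data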;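 also: plate controls were DMSO wells with enzyme for no effect and no-enzyme buffer wells for full effect; values of inactives mirror those of a sister screen read the other way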
An asterisk follows results filed as active; nt = no result given.

nr	SMILES	hIAP block	A3A deaminase	HKDC1 inh	PfG6PD inh	hIAP act	ATG4B inhibitor	mIAP act	mIAP inh
1	Cn1c2c(c(=O)n(C)c1=O)C(NS(=O)(=O)c1ccccc1)(C(F)(F)F)C(=O)N2 (stereo not given)	-15	7	-10	-14	1.1	-4	1	-5
2	CC(Sc1nnc(COc2ccc(Cl)cc2)n1Cc1ccco1)C(=O)N1CCNC1=O (stereo not given)	10	-5	0	24	0.9	-8	0.91	9
3	CC[C@]12c3[nH]c4ccc(Cl)cc4c3CCN1C(=O)[C@@H](CC(=O)NCCCn1ccnc1)C[C@@H]2C(=O)N1CCN(C(=O)C2CC2)CC1	nt	5	12	-4	nt	-2	1.1	-10
4	CC(CCc1ccccc1)NC(=O)COC(=O)c1ccc(NC(N)=O)cc1 (stereo not given)	3	17	1	-6	0.97	-6	1.1	-11
5	O=C(Nc1nnc(S(=O)(=O)N2CCN(c3ccc(F)cc3)CC2)s1)c1ccccc1	-9	2	3	23	1.1	0	0.94	6
6	COc1cc(C2C3C(C)N(C)C(=O)N(C)C3N(C)C(=O)N2C)ccc1O (stereo not given)	-13	-2	-8	-16	1.1	-3	0.94	6
7	COc1ccc(CN2C(=O)CCC2(C)C(=O)NC2CCCCC2)c(OC)c1 (stereo not given)	-20	4	-1	10	1.2	-13	1.1	-12
8	Cc1ccc(CNC(=O)c2ccc[nH]2)cc1	-5	2	-17	0	1.1	11	1	-3

Additional records:
nr	SMILES	hIAP block	A3A deaminase	HKDC1 inh	PfG6PD inh	hIAP act	ATG4B inhibitor	mIAP act	mIAP inh
9	CN(C)C(=O)COC(=O)c1cc(Cl)cc(Cl)c1N	4	-2	-7	1	0.96	-7	0.96	4
10	CCN1CCN(C(=O)/C=C/c2ccccc2[N+](=O)[O-])CC1	2	-2	-3	-3	0.98	-6	0.9	10
11	CN1C2C(Br)CCCCN2c2ccc(F)cc2S1(=O)=O (stereo not given)	10	-1	-1	2	0.9	3	1	0
12	NC(=O)C[C@H](N)c1cn([C@@H](CC(N)=O)C(=O)N2CCNCC2)nn1	10	2	-2	9	0.9	6	1	-3
13	COc1ccc(/C=C/C(=O)NCc2cccnc2)cc1	-1	0	-7	12	1	5	0.92	8
14	O=C(CCNC(=O)c1ccc(Br)cc1)Nc1ccccc1N1CCCC1	6	-3	-3	6	0.94	-1	0.96	4
15	O=C(c1cc(COc2cccc(C(F)(F)F)c2)on1)N1CCC(c2ccccc2)CC1	-14	0	12	25	1.1	5	0.95	5
16	COC(=O)CCCC(=O)NC1CCCN(C2Cc3ccccc3C2)C1 (stereo not given)	10	-2	3	-3	0.9	13	1	-4

Record cards (already shown). Values in the order: hIAP block	A3A deaminase	HKDC1 inh	PfG6PD inh	hIAP act	ATG4B inhibitor	mIAP act	mIAP inh
Profile of CCN1CCN(C(=O)/C=C/c2ccccc2[N+](=O)[O-])CC1 = 2	-2	-3	-3	0.98	-6	0.9	10
Profile of COC(=O)CCCC(=O)NC1CCCN(C2Cc3ccccc3C2)C1 (stereo not given) = 10	-2	3	-3	0.9	13	1	-4

The list continues:
nr	SMILES	hIAP block	A3A deaminase	HKDC1 inh	PfG6PD inh	hIAP act	ATG4B inhibitor	mIAP act	mIAP inh
17	CC(=O)Nc1ccc(S(=O)(=O)N2CCN(C(=O)c3ncoc3-c3ccccc3C)CC2)cc1	6	-3	-6	5	0.94	-3	1	-1
18	CCCC12CN3CC(C)(CN(C1)C3c1ccc(OC(C)C)cc1)C2=O (stereo not given)	11	0	-3	2	0.89	0	0.92	8
19	COc1ccccc1CNC(=O)CSc1nnc2c(n1)[nH]c1ccc(F)cc12	-14	4	13	28	1.1	-2	0.93	7
20	CCc1noc(C)c1C(=O)N1CC(C)OC(C)C1 (stereo not given)	1	0	-7	-7	0.99	-6	1	-4
21	COc1cc(NC2c3ncccc3C(=O)N2Cc2ccco2)cc(OC)c1 (stereo not given)	6	1	9	7	0.94	-9	1	-2
22	O=C(COC(=O)Cc1ccc(Br)cc1)NC1CCCCCC1	0	2	-5	10	1	4	0.99	1
23	NC(=O)C1CCN(C(=O)CSc2ncccn2)CC1	4	-2	3	-11	0.96	0	1	-3
24	COc1ccc2c([N+](=O)[O-])c(N3CCCC3)[nH]c2c1	10	-3	7	-1	0.9	3	0.96	4

Next part.
nr	SMILES	hIAP block	A3A deaminase	HKDC1 inh	PfG6PD inh	hIAP act	ATG4B inhibitor	mIAP act	mIAP inh
25	COC(=O)CCC(=O)Nc1ccc(S(=O)(=O)Nc2cc(OC)nc(OC)n2)cc1	8	2	-2	-9	0.92	-2	1	0
26	N#CCCN(CCC#N)C(=O)C1c2ccccc2Oc2ccccc21	10	-8	-3	9	0.9	0	0.99	1
27	Cc1ccc(CN(C(=O)c2csnn2)C(C(=O)NC2CCCC2)c2ccccn2)cc1 (stereo not given)	-16	3	-6	-3	1.2	7	1.1	-6
28	COC(=O)c1c(NC(=S)NNC(=O)c2ccc(Cl)s2)sc(C(=O)N(C)C)c1C	-18	0	5	-20	1.2	8	0.86	14
29	COc1ccc(C(c2nnnn2C2CCCC2)N2CCN(c3ccccc3)CC2)cc1 (stereo not given)	-13	3	3	3	1.1	6	1.1	-6
30	O=C(NNc1nccc(C(F)(F)F)n1)Nc1cccc(Cl)c1	14	-3	6	11	0.86	-1	0.96	4
31	CC(=O)n1nc(-c2ccccc2)nc1NCc1cccs1	21	-1	-3	12	0.79	-8	0.96	4
32	Cc1cc(NC(=O)C2CC(c3ccc(F)cc3)=NO2)n(-c2ccccc2)n1 (stereo not given)	4	3	-3	-1	0.96	-1	1.1	-7

The listing continues.
nr	SMILES	hIAP block	A3A deaminase	HKDC1 inh	PfG6PD inh	hIAP act	ATG4B inhibitor	mIAP act	mIAP inh
33	CCOc1ccc(C(=O)OCC(=O)N2CCCC2)cc1	4	-3	-1	-10	0.96	6	1	-2
34	COC(=O)c1ccc(NC(=O)Nc2ccc(F)cc2)cc1	1	-6	0	17	0.99	-13	1.8	-78
35	O=C(Nc1cc(S(=O)(=O)N2CCOCC2)ccc1N1CCCC1)c1cc(F)c(F)cc1Cl	1	-1	2	-11	0.99	-4	0.99	1
36	Cc1cc(C)n(CCC(=O)N2CCN(S(=O)(=O)c3ccc(C)c(C)c3)CC2)n1	3	-2	3	-4	0.97	-7	0.99	1
37	CC(=O)CCc1oc2ccc(C)cc2c1-c1ccccc1	-25	-2	-1	8	1.3	1	1.1	-10
38	Fc1ccc2[nH]c3c(N4CCN(c5ccccc5)CC4)ncnc3c2c1	10	-5	11	18	0.9	26	1.1	-13
39	O=C(c1ccccc1Oc1ccccc1)N1CCN(c2ccccc2F)CC1	-9	-1	-3	-14	1.1	-1	1	0
40	COc1ccc(N(CC(=O)Nc2c(C)n(C)n(-c3ccccc3)c2=O)S(=O)(=O)c2ccc(C)cc2)cc1OC	13	2	-10	5	0.87	-13	1.1	-7

(listing goes on)
nr	SMILES	hIAP block	A3A deaminase	HKDC1 inh	PfG6PD inh	hIAP act	ATG4B inhibitor	mIAP act	mIAP inh
41	CCN(CC)S(=O)(=O)c1cccc(C(=O)Nc2ccc(Cl)cn2)c1	1	-1	1	-9	0.99	0	1	0
42	COc1cc(C(=O)NCCCN2CCCC2=O)ccc1OCc1ccc(Cl)cc1Cl	0	0	2	-11	1	-3	0.99	1
43	CCN(CC(=O)NCc1cccs1)C(=O)CCCOc1ccccc1	-3	0	-6	0	1	4	1	-2
44	CC(Sc1nnc(C2CC2)n1C1CC1)C(=O)Nc1cccc(S(=O)(=O)N2CCOCC2)c1 (stereo not given)	8	-3	0	10	0.92	-2	1	-2
45	Cc1ccc(S(=O)(=O)Nc2nc(C)c(C)s2)cc1	5	2	-6	10	0.95	-5	0.9	10
46	N=c1c(C(=O)NCc2ccc(F)cc2)cc2c(=O)n3ccccc3nc2n1Cc1ccco1	16	5	6	24	0.84	9	0.91	9
47	CCOC(=O)C1CCN(C(=O)COc2ccc(Br)cc2)CC1	-11	-1	1	4	1.1	4	0.97	3
48	CCN(CC)S(=O)(=O)c1ccc(-c2nnc(SCC(N)=O)n2CC)cc1	-23	-2	-8	-4	1.2	-5	1	0

Remaining list, next part.
nr	SMILES	hIAP block	A3A deaminase	HKDC1 inh	PfG6PD inh	hIAP act	ATG4B inhibitor	mIAP act	mIAP inh
49	C/C(=C\c1ccc(C(=O)O)cc1)c1ccc2c(c1)C(C)(C)CCC2(C)C	-2	0	8	-41	1	8	0.87	13
50	COc1ccc(C(=O)Oc2ccc(/C=N/NC(=O)c3ccccc3OC)cc2[N+](=O)[O-])cc1	9	-1	-7	2	0.91	4	0.88	12
51	O=C(NCc1cccnc1)C1CCC(CNS(=O)(=O)c2cccc3nsnc23)CC1 (stereo not given)	-8	0	-7	13	1.1	-1	0.91	9
52	O=c1cccc(-c2ccc(Br)cc2)o1	-1	3	-8	3	1	-6	1.1	-11
53	COc1ccc(OCCCC(=O)Nc2cccc(C(C)=O)c2)cc1	-7	1	-4	38	1.1	-7	1.1	-7
54	O=S(=O)(Nc1ccc(-n2cnnn2)cc1)c1ccccc1F	18	-1	-3	-30	0.82	2	1.1	-7
55	CCCn1c(N)cc(=O)n(CCC)c1=O	-3	-4	-11	9	1	-2	1	0
56	CN1CCN(c2ccc(NC(=O)COc3ccc4ccccc4c3)cc2)CC1	-6	3	-2	10	1.1	-9	1.1	-9

Next section
nr	SMILES	hIAP block	A3A deaminase	HKDC1 inh	PfG6PD inh	hIAP act	ATG4B inhibitor	mIAP act	mIAP inh
57	O=C1NC2(CCSC2)C(=O)N1CC(=O)N(Cc1ccccc1)C1CCS(=O)(=O)C1 (stereo not given)	-1	12	-4	2	1	-8	0.95	5
58	CC1=NNC(=O)C1CCC(=O)N/N=C\c1ccc(Cl)c(Cl)c1 (stereo not given)	-9	-3	3	-21	1.1	5	0.96	4
59	O=C(O)CSc1cnc2ccccc2n1	-2	-1	5	-22	1	-1	0.95	5
60	CCOC(=O)c1ccc(S(=O)(=O)N2CCC(C(=O)OCC)CC2)cc1	4	-3	-5	3	0.96	1	1	-1

Random draw from the library. Share with any hit: about 2.4%.
